Source: PubChem
GoLoco inh red = inhibitors of human Gai1-RGS12 GoLoco interaction (red fluorophore) | P63096 | Gai1:RGS12 GoLoco peptide FP, rhodamine, 10 min | Potency, µM (doses to about 61.6 µM), without a hit: at the highest dose activity, negative = inhibition, actives largely listed as inhibitors | 230,000 compounds, 0.44% hits | AID 880; active = well fitted inhibition curve with a large enough effect, not every such curve was filed as active; inactive = no such curve, though single readings can be large or run the other way; also: nearly all actives have a fitted effect of over 30% in size; many of its hits are not listed in these tables
Target sequence (P63096 whole entry, looked up): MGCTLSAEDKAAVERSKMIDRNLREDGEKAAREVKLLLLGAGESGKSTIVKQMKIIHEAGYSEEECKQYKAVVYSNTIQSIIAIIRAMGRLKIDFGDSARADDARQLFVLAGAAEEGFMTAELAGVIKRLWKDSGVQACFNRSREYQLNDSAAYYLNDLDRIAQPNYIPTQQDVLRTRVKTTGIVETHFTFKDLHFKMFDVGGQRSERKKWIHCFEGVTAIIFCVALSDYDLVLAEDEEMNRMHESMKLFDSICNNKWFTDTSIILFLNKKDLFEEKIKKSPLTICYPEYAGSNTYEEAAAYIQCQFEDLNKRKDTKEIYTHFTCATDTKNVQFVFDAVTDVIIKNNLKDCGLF
TR SRC2 fluor cs = Texas Red fluorescence interference in TRb-SRC2 counter-screen; TRb/SRC2 Texas Red total fluorescence interference; Potency, µM (highest dose often 106 µM), for the others: top-dose fluorescence change, negative = quenching; 280,000 compounds, 0.29% hits; AID 1479; active = well fitted curve in either direction with a large enough effect; inconclusive = small, poorly fitted or top-dose-only effect
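Human TRβ ligand-binding domain (0.6 uM) and Texas Red SRC2 peptide (20 nM) in Tris buffer with 1 uM T3 and 5% DMSO were incubated with pinned compound for 5 hr at ambient temperature. Total fluorescence was computed as S + 2P (555/632 nm).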
L3MBTL1 inh = inhibitors of human L3MBTL1; Potency, µM (doses to about 57.1 µM), without a hit: at the highest dose activity, negative = inhibition, most hits filed as inhibitors; AlphaScreen L3MBTL1–H3K9me1 peptide binding; 230,000 compounds, 0.66% hits; Q9Y468; AID 485360; also: nearly all actives have a fitted effect of over 60% in size
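L3MBTL1 50 nM + b-AHA-H3(1-15)K9me1 75 nM, 30 min RT; compound added, 30 min RT; streptavidin donor/Ni-chelate acceptor beads 10 ug/mL each final, 30 min RT dark; AlphaScreen read.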
Tau fibril FP = tau fibrillization inhibition (FP) | Potency, µM (doses to about 57.7 µM), for inactives: at the highest dose activity, negative = inhibition, hits mostly inhibitors | 280,000 compounds, 0.39% hits | P10636 | K18 P301L tau heparin fibrillization, Alexa594 FP, 6 h | AID 1468; also: nearly all actives have a fitted effect of over 55% in size
Target sequence (P10636 561-689 P618L limits assumed): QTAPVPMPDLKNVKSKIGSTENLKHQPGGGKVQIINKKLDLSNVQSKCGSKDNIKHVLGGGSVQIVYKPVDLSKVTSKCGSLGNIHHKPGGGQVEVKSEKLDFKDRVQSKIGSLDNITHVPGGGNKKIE
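K18 P301L tau (15 uM unlabeled/0.24 uM Alexa 594-labeled, final) + compound + heparin 20 uM final; 100 mM NaOAc pH 7; 6 hr 37 C; ThT 30 uM final added, 1 hr RT; FP ex 555/em 632 nm.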
RECQ1 helicase = inhibitors of human RECQ1 DNA helicase; P46063; RECQ1 DNA unwinding, red fluorescence kinetic read; Potency, µM (top dose mostly 57.3 µM), without a hit: at the top dose activity, negative = inhibition, most hits filed as inhibitors; 240,000 compounds, 0.54% hits; AID 2549;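 also: plate controls were vehicle for no effect and no enzyme for full effect; nearly all actives have a fitted effect of over 30% in size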
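RECQ1T1 50 nM; forked duplex (20 bp + 30-nt ss tails) 200 nM, ATP 2 mM final; pH 8.0, 2 mM MgCl2, 2.5 ug/ml poly(dI-dC); 15 min compound preincubation; discontinuous kinetic read over 2 h at RT.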
Tau ThT inhib = blocks human tau fibril formation measured by thioflavin T; Potency, µM (series often up to 57.4 µM), without a hit: at the top dose activity, negative = inhibition, usual class: inhibitors; 270,000 compounds, 2.1% hits; AID 1460; P10636; recombinant tau K18 P301L (four-repeat tau fragment), heparin-induced fibrillization, ThT fluorescence; also: nearly all actives have a fitted effect of over 55% in size
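In this qHTS, human K18 P301L tau is incubated with compound and heparin for 6 hr at 37 C, and Thioflavin T fluorescence then reports fibril load.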
TRb-SRC2 inh = disrupts binding of human TR beta to SRC2 | Potency, µM (titrated, usually from 106 µM), for the others: top-dose activity change, negative = inhibition, usual class: inhibitors | 280,000 compounds, 0.065% hits | TRbeta-SRC2 peptide binding, fluorescence polarization; receptor liganded with 1 µM T3 | P10828;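 also: plate controls were bound peptide for no effect and peptide without receptor for full effect; nearly all actives have a fitted effect of over 50% in size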
Target sequence (P10828 whole entry, looked up): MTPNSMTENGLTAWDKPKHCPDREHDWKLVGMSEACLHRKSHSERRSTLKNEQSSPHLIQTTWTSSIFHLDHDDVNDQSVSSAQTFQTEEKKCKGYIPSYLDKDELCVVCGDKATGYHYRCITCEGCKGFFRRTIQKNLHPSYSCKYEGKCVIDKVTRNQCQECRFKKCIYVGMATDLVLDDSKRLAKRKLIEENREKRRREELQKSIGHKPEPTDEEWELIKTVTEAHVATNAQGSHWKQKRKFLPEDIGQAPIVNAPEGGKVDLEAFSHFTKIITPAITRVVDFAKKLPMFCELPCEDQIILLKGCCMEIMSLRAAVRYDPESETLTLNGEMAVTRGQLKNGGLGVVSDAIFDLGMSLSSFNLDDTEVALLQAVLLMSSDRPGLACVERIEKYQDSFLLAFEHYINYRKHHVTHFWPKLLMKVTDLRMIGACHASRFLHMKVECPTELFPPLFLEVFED
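Human TRb LBD (0.6 uM) plus Texas Red-labeled SRC2 peptide (20 nM), 1uM T3, 5% DMSO, 5 hr at ambient temperature. Decreased polarization (555/632 nm) flags inhibition; data normalized to free and bound peptide controls.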
JMJD2E inh = inhibitors of human JMJD2E histone demethylase | JMJD2E catalytic domain, FDH-coupled NADH fluorescence (FDH is formaldehyde dehydrogenase) | AID 2147 | Potency, µM (titrated, usually from 57.1 µM), for inactives: at the highest dose activity change, negative = inhibition, usual class: inhibitors | B2RXH2 | 230,000 compounds, 1.6% hits; active = well fitted inhibition curve with a large enough effect, not every such curve was filed as active; inconclusive = small, poorly fitted or top-dose-only effect, or another doubt; inactive = no such curve, though single readings can be large or run the other way;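 also: 0% = wells with enzyme and -100% = buffer wells without enzyme; nearly all actives have a fitted effect of over 50% in size; many of its hits are not listed in these tables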
* hit, by the source's call; i = inactive; ? = inconclusive; / = not tested or not shown; & = joins results of further samples; [ ] = remark or other dose. Unless noted, calls follow the shape of the dose curve; as a rule, active = well fitted curve in the direction sought with a large enough effect; inconclusive = small, poorly fitted or top-dose-only effect, or another doubt; inactive = no such curve, though single readings can be large; an effect the other way counts as inactive or inconclusive. Unless noted, % is scaled to controls: 0 for no effect and ±100 for the full control effect; potency is read from the fitted curve at half-maximal effect.

SMILES	GoLoco inh red	TR SRC2 fluor cs	L3MBTL1 inh	Tau fibril FP	RECQ1 helicase	Tau ThT inhib	TRb-SRC2 inh	JMJD2E inh
CCOC(=O)c1cccc(NC(=O)Cn2c(=O)c3cccn3c3ccccc32)c1	/	8%	/	13µM*	/	?	6%	/
CCOc1ccc(CNC(=O)CCC(=O)N2Cc3ccccc3Oc3ncccc32)cc1	/	1%	/	-2%	/	4%	4%	/
Cc1ccc(C(=O)CNc2ccc(C)c(Cl)c2)cc1	17%	-1%	3%	1%	-2%	-18%	0%	-9%
O=C(NC1C2CC3CC(C2)CC1C3)c1ccc(N2CCNCC2)c([N+](=O)[O-])c1 (stereo not given)	-1%	-10%	-1%	2%	i	?	9%	-10%
Cc1ccc(C(=O)Nc2ccccc2C(=O)O)cc1S(=O)(=O)NCc1ccccc1	11%	-1%	-10%	11%	0%	-9%	-3%	?
Cc1cc(N)n(-c2ccc(S(=O)(=O)c3ccc(C(C)C)cc3)cc2)n1	2%	0%	-15%	13%	-9%	0%	4%	4%
Cc1cc(-c2nc(C)c(-c3nnc(SCC(=O)Nc4ccccc4)n3C)s2)no1	7%	-1%	-4%	2%	2%	-12%	5%	?
O=C1N=C(N2CCN(Cc3ccccc3)CC2)S/C1=C/c1cccs1	-5%	0%	3%	2%	-10%	?	-9%	-8%
COc1ccc(/C(C)=N/OCC(=O)Nc2nc3ccccc3s2)cc1OC	28%	1%	-7%	-11%	i	?	3%	?
COC(=O)CCCCCCCC(=O)Nc1nnc(C(F)(F)F)s1	10%	-5%	-4%	4%	-5%	-6%	-1%	6%
CCOc1ccc(N2C(=O)NC(Cc3c[nH]c4ccccc34)C2=O)cc1 (stereo not given)	8%	1%	-1%	10%	-12%	-8%	4%	-5%
CSc1nc2ccc(NC(=O)c3ccc(F)c(F)c3)cc2s1	4%	0%	8%	?	i	-1%	-8%	?
COc1ccc(Nc2ncc3c(n2)CCN(Cc2ccc(Br)s2)C3)c(OC)c1	/	-1%	/	14%	/	?	2%	/
Cc1cn2c(=O)cc(COc3cccc(NC(=O)c4ccccc4Cl)c3)nc2s1	/	-3%	/	-7%	/	0%	0%	/
CCCc1nn2c(=O)c(C(c3cccc(Cl)c3)c3c(O)nc4sc(CCC)nn4c3=O)c(O)nc2s1	0%	-1%[53 µM]	0%	-7%	i	-4%	-9%[53 µM]	?
CCc1ccc2nc(SCC(=O)Nc3nnc(C)s3)c(C)cc2c1	7%	-7%	-9%	-10%	-1%	2%	2%	4%
Cc1ccc2nc(CCc3nc4ccc(C)cc4o3)oc2c1	10%	3%	-3%	3%	-6%	?	-4%	?
COc1ccc(NC(=O)CSc2nnc(Cc3cccn3C)n2-c2ccc(F)cc2)cc1OC	7%	-1%	-11%	10%	i	-1%	-19%	-8%
O=C(O)C1C2CCC(C2)C1C(=O)Nc1cc(F)ccc1F (stereo not given)	12%	-6%	-1%	3%	i	0%	6%	-1%
CCN(CC)CC(=O)Nc1ccc(/C(C)=N/NC2=NCCN2)cc1	4%	1%	/	-2%	27%	0%	1%	0%
COc1ccc(-n2c(=O)cc(N3CCOCC3)[nH]c2=O)cc1	-5%	-4%	-1%	-5%	-2%	3%	-6%	14%
CCc1ccc(/C=N/n2c(C)cc(C)c(C#N)c2=O)cc1	4%	0%	-8%	-3%	-2%	12%	1%	-2%
CC1=C(C(=O)OC2CCCCCCC2)C(c2cc3c(cc2Br)OCO3)CC(=O)N1 (stereo not given)	1%	-3%	/	-4%	-7%	-13%	0%	-3%
O=C(O)CSC(=S)N1CCCCC1	2%	0%	9%	8%	-12%	7%	1%	7%
Cn1c(=O)[nH]c(Nc2ccc(F)cc2)c([N+](=O)[O-])c1=O	9%	-12%	9%	7%	-2%	-4%	0%	-29%
COc1cccc(OC)c1OCCCOc1ccc([N+](=O)[O-])cc1Cl	-2%	-1%	7%	3%	-13%	?	1%	7%
COc1ccc2nc(NS(=O)(=O)c3ccc(C)cc3)c(Nc3cc(Cl)ccc3OC)nc2c1	/	1%	/	9%	/	-6%	4%	/
COc1ccccc1OCCCn1c(=O)oc2ccc(C)cc21	1%	-4%	6%	6%	-18%	-10%	3%	3%
COc1cc(NC(=O)CSc2nnc3c(C)cc4cc(C)cc(C)c4n23)c(C(=O)O)cc1OC	-3%	-4%	8%	8%	i	-9%	0%	-11%
O=C(CCNC(=O)c1ccccc1)OCC(=O)c1ccccc1	6%	-1%	3%	-8%	-13%	-8%	2%	2%
Cc1ccc(NC(=O)c2oc3ccccc3c2NC(=O)c2ccc(F)c(F)c2)cc1	/	-1%	/	?	/	2%	0%	/
COC(=O)c1cc(CSC(=N)N)ccc1OCCC(C)C	-9%	0%	-6%	-1%	15%	1%	1%	?
Clc1ccc(CC[C@H](Cn2ccnc2)Sc2c(Cl)cccc2Cl)cc1	12%[21.6 µM]	0%[53 µM]	/	/	i	/	3%[53 µM]	-11%[25.5 µM]
O=C(C(=O)N1CCc2ccccc2C1)c1cn(CC(=O)N2CCCCC2)c2ccccc12	-4%	2%	-8%	-3%	-1%	-10%	-19%	-7%
COc1cc(NC(=O)CN(C)Cc2ccc(OC(F)F)cc2)c(C)cc1[N+](=O)[O-]	/	-6%	-2%	11%	-1%	-4%	-1%	3%
CC(=O)N1CCN(S(=O)(=O)c2ccc(S(=O)(=O)NCC(C)C)cc2)CC1	-17%	-4%	-7%	4%	-12%	3%	2%	3%
COc1ccc(N(C)C(=O)Nc2ccc3c(c2)nnn3C)cc1	-4%	-3%	2%	-3%	i	-18%	0%	?
COc1ccc(Br)cc1C(=O)Nc1cccc2ccc(C)nc12	/	-12%	/	-9%	/	0%	1%	/
Cc1ccc(-c2nc(C#N)c(NCC3CCCO3)o2)cc1 (stereo not given)	18%	-13%	4%	8%	i	-11%	4%	?
Cc1nc(=O)c(-c2ccccc2)c(C)n1-c1cccc(C(=O)O)c1	/	-1%	6%	-3%	-4%	2%	7%	-2%

3 compounds from above, reduced to L3MBTL1 inh and Tau fibril FP:
SMILES	L3MBTL1 inh	Tau fibril FP
COc1cccc(OC)c1OCCCOc1ccc([N+](=O)[O-])cc1Cl	7%	3%
COc1ccc2nc(NS(=O)(=O)c3ccc(C)cc3)c(Nc3cc(Cl)ccc3OC)nc2c1	/	9%
COc1ccccc1OCCCn1c(=O)oc2ccc(C)cc21	6%	6%

Additional entries follow.
SMILES	GoLoco inh red	TR SRC2 fluor cs	L3MBTL1 inh	Tau fibril FP	RECQ1 helicase	Tau ThT inhib	TRb-SRC2 inh	JMJD2E inh
CN1CCN(c2ccc(S(=O)(=O)Nc3ccccc3)cc2[N+](=O)[O-])CC1	7%	1%	-3%	-4%	0%	-11%	1%	-3%
C[N+]1(C)CC2=Cc3ccccc3CC2C1 (stereo not given)	-8%	-1%	15%	-1%	-6%	-4%	-1%	8%
CCN(CC)C(=O)C(C)N(C#N)c1nc(SC)nc(N(C)C)n1 (stereo not given)	7%	1%	12%	6%	-10%	-8%	0%	4%
CCC(CC)c1nnc(NC(=O)c2ccc3ccccc3n2)s1	-8%	-4%	4%	-4%	-10%	?	5%	5%
COc1ccc(-c2cn3nc(N4CCCC(C(=O)NCc5ccccc5C)C4)sc3n2)cc1 (stereo not given)	/	-12%	/	3%	/	?	6%	/
COCCNC(=O)C1CC(c2cccc([N+](=O)[O-])c2)=NO1 (stereo not given)	-10%	0%	10%	-3%	-19%	2%	-3%	-3%
O=C(c1ccc(S(=O)(=O)N2CCCC2)cc1)N1CCN(Cc2ccc3c(c2)OCO3)CC1	5%	-2%	/	0%	4%	-4%	-10%	0%
CCN(c1ccccc1)S(=O)(=O)c1ccc(NC(=O)c2cc(=O)c3cc(C)cc(C)c3o2)cc1	/	2%	/	-14%	/	4%	3%	/
COc1ccccc1NC(=S)N1CCn2cccc2C1c1cccnc1 (stereo not given)	-1%	-1%	/	?	i	-16%	0%	-8%
O=C(CCCn1c(=S)[nH]c2cc3c(cc2c1=O)OCO3)N1CCN(c2ccc(Cl)cc2)CC1	-2%	0%	-3%	0%	-5%	?	4%	-7%
COCCNC(=O)CSCc1cc(C)cc(C)c1	-4%	-1%	/	2%	i	0%	-5%	3%
CCNC(=O)C(=O)Nc1ccc(OC)c(Cl)c1	2%	-2%	2%	0%	-4%	-6%	2%	3%
Cc1cccc(C(=O)NNC(=O)c2ccccc2-n2cccc2)c1	8%	-3%	-21%	-14%	0%	-15%	-3%	-4%
CCCN1CCN(CCCNC(=O)c2cnn(-c3ccc(F)cc3)c2-n2cccc2)CC1	/	-1%	/	-3%	/	-2%	-2%	/
COc1ccc(NC(=O)Cn2ccn(-c3ccccc3)c(=O)c2=O)cc1	/	10%	/	3%	/	-1%	-4%	/
Cn1c(SCC(=O)Nc2ccc(F)cc2)nc2c([nH]c3ccccc32)c1=O	9%	-3%&-2%	7%	?	i	3%&-10%	7%&0%	?
COC(=O)c1cc(-c2ccccc2)sc1NC(=O)CN1C(=O)c2ccccc2C1=O	5%	-6%	-4%	-10%	i	-4%	2%	-2%
O=C(c1cc2ccccc2oc1=O)N1CCN(c2ccc(F)cc2)CC1	/	-2%	/	-7%	/	-11%	4%	/
Cc1ccc(Oc2ncc(-c3ccc(Cl)cc3)cn2)cc1	6%	-6%	0%	-2%	-6%	-7%	-3%	3%
CO[C@H]1OC[C@@]2(C)[C@@H]3C4=C(CN2C(=O)OC(C)(C)C)[C@H](C)[C@H](CO)[C@H](CO)[C@H]4CC[C@H]13	1%	-1%	/	5%	i	-4%	2%	?
Cn1cnc([N+](=O)[O-])c1Sc1nnc(-c2cccnc2)n1C	4%[14.2 µM]	-2%	-4%	-3%	-3%	?	0%	9%
Cc1ccccc1-c1nnc2c3ccccc3c(C)nn12	-9%	-1%	-18%	0%	-2%	-8%	-16%	-12%

Some of the compounds tested; the hit share may differ from the screen's.
